# Bioassay records as filed in PubChem BioAssay.
# FLuc modulator: qHTS profiling assay for firefly luciferase inhibitor/activator using purifed enzyme and Km concentrations of substrates (counterscreen for miR-21 project) | purified FLuc, Km substrates, luminescence inhibition | Potency, µM (titrated, usually from 57.5 µM), for the others: top-dose activity change, negative = inhibition, actives largely listed as inhibitors | 6.9% of 360,000 active;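 further: plate controls were vehicle for no effect and reference inhibitor for full effect; nearly all actives have a fitted effect of over 55% in size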
# Target sequence (P08659 whole entry, looked up): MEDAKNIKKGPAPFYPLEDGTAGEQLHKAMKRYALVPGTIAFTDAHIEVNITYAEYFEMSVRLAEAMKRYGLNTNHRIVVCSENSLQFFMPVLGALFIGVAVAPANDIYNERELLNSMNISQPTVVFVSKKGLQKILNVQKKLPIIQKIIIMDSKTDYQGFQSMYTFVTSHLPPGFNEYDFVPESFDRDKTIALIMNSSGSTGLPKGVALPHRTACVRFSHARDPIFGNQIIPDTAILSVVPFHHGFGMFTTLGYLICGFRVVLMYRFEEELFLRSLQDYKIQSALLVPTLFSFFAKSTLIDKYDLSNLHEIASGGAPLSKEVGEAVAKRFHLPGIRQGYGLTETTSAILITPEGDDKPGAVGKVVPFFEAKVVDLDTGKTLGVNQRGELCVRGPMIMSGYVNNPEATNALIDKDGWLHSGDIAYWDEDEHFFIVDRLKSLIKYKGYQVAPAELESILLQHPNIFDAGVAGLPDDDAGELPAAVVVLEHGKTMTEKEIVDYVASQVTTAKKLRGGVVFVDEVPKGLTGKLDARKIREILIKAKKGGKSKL
#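 Purified P. pyralis luciferase (10nM final) with 10uM D-luciferin and 10uM ATP (Km levels) in 50mM Tris acetate pH 7.5, 10mM Mg acetate, 0.01% Tween-20, 0.05% BSA; qHTS 6-point titration, ~60 µM downward; luminescence read.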
# BRCA1 expr up: qHTS Assay to Identify Small Molecule Activators of BRCA1 Expression. MCF7-BRCA1-FFLuc reporter, luminescence, 48 h; response scale: scaled: vehicle 0%, 10 µM genistein 100%. 1.1% of 380,000 active. Potency, µM (titrated, usually from 46.1 µM), without a hit: at the highest dose activation, hits mostly activators; further: nearly all actives have a fitted effect of over 80% in size; some results filed as inactive show a strong effect at the top dose
#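 Using MCF7 cells harboring a BRCA1 firefly luciferase reporter, plated 2 h before compound pinning, the screen measured luminescence after 48 h incubation. Responses were normalized to DMSO and 10 microM genistein, then fitted for concentration-effect.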
# Starred values were filed as active, the others as inactive; ? = inconclusive. The call rests on the fitted dose curve; in most records, active means well fitted curve in the direction sought with a large enough effect; inconclusive means small, poorly fitted or top-dose-only effect, or another doubt; inactive means no such curve, though single readings can be large; an effect the other way counts as inactive or inconclusive. Potency means the concentration at half of the fitted maximal effect.
SMILES,FLuc modulator,BRCA1 expr up
Cn1nc(-c2ccccc2F)c2cc(C(=O)NCc3cccc(Cl)c3)sc21,-8%,-53%
CCc1ccc(NC(=O)CSc2nc3ccccc3nc2Cc2ccc(C)cc2)cc1,-2%,22%
COc1ccc(C(=O)Nc2ccc3nc(N4CCC(C)CC4)cc(C)c3c2)cc1,?,5%
COc1ccccc1CNCc1ccc(C(=O)O)s1,3%,-1%
Cc1ccc(CNC(=O)CCS(=O)(=O)c2cc3c4c(c2)CCN4C(=O)CC3)cc1,2%,-12%
O=C(CSc1nc(-c2ccccc2)nc2c1CCCC2)c1ccc(Cl)cc1,2%,17%
Cc1cccc(CCNC(=O)c2cc3c(=O)[nH]c4ccc(C)cc4c3s2)c1,-10%,6%
Cc1ccc(CNc2ccc(-c3nc(-c4ccco4)no3)cc2[N+](=O)[O-])cc1,?,0%
Cc1ccc(NC(=O)Cn2c(=O)n(CCc3ccccc3)c(=O)c3c4c(sc32)CCCC4)cc1C,2%,16%
O=C(Nc1cccc(C(F)(F)F)c1)c1cc(S(=O)(=O)N2CCCC2)c[nH]1,17µM*,10%
CCOc1cc(C2c3c(-c4ccc(Br)cc4)n[nH]c3C(=O)N2c2ccc(Cl)cc2)ccc1O (stereo unspecified),19%,-77%
COc1ccc(C2CC(=O)c3cnc4c(-c5ccccc5)c(C)nn4c3C2)cc1OC (stereo unspecified),-9%,12%
Cc1ccc(S(=O)(=O)c2c(Nc3cccc(Cl)c3)sc(C(=O)c3ccc4c(c3)OCO4)c2N)cc1,0%,-20%
Cc1ccc(NC(=O)CSc2nc(-c3cccs3)cc(C(F)(F)F)n2)cc1C,-1%,-60%
O=C(COc1ccccc1)Nc1ccc(OCc2cc(=O)n3ccsc3n2)cc1,0%,2%
COCCCNC(=O)CSc1nc2c(sc3ccccc32)c(=O)n1CCc1ccc(OC)c(OC)c1,1%,4%
CC(C)c1ccc(S(=O)(=O)c2cnc(SCC(=O)Nc3cccc(C(F)(F)F)c3)nc2N)cc1,1%,-44%
Cc1cccc(NC(=O)CN2C(=O)C3(SCC(=O)N3c3ccccc3)c3ccccc32)c1 (stereo unspecified),-11%,2%
COc1cc(CN(C(=O)c2ccccc2Br)c2ccccn2)cc(OC)c1OC,7%,3%
CC(C)CC(=O)OCc1cc(=O)n2nc(C3CCCCC3)sc2n1,?,0%

# Among those listed so far, these have bromine:
SMILES,FLuc modulator,BRCA1 expr up
CCOc1cc(C2c3c(-c4ccc(Br)cc4)n[nH]c3C(=O)N2c2ccc(Cl)cc2)ccc1O (stereo unspecified),19%,-77%
COc1cc(CN(C(=O)c2ccccc2Br)c2ccccn2)cc(OC)c1OC,7%,3%

# (listing goes on)
SMILES,FLuc modulator,BRCA1 expr up
COc1ccc(CC(=O)Nc2sc3c(c2C(=O)Nc2c(C)cccc2C)CCCCC3)cc1,3%,1%
Cc1ccc(OCC(=O)Nc2ccc(OCc3cc(=O)n4ccsc4n3)cc2)cc1,1%,10%
CC(=O)NCCNc1nc2c(-c3cccc(C)c3)nnn2c2ccc(Cl)cc12,-1%,12%
COc1ccc(N2CC(NC(=O)c3ccc(S(=O)(=O)N4CCCCC4)cc3)CC2=O)cc1OC (stereo unspecified),-10%,-4%
Cc1ccccc1NCc1cccn1-c1nnc(N2CCC(C)CC2)s1,-12%,37%
CCc1ccccc1N1C(=O)N(Cc2cc(=O)n3ccccc3n2)c2ccccc2S1(=O)=O,1%,-29%
COc1ccc(CC(=O)Nc2nnc3n2CCS3)cc1OC,-3%,19%
CN(CC(=O)Nc1ccc(F)cc1F)S(=O)(=O)c1ccc(C(=O)N2CCOCC2)s1,-5%,0%
CCOc1ccc(NC(=O)Cn2c(=O)n(CC3CCC(C(=O)NCCc4ccccc4)CC3)c(=O)c3ccccc32)cc1 (stereo unspecified),-5%,12%
CCN(CC)S(=O)(=O)c1ccc2c(c1)c(=O)c(C(=O)N1CCN(c3cccc(C)c3)C(C)C1)cn2C (stereo unspecified),-3%,0%
CC(C)c1ccc(C2CC(=O)Nc3cc4c(cc32)OCCO4)cc1 (stereo unspecified),0%,-50%
COc1ccccc1N1CCN(C(=O)Cn2ncc3c2-c2cc(C)ccc2OC3)CC1,0%,-6%
COc1ccc(OC)c(NC(=O)C2=C(C)C(=O)OC23CCN(C(C)C)CC3)c1,-1%,13%
CCc1ccccc1NC(=O)[C@H](Cc1ccccc1)N1Cc2ccccc2C1=O,-3%,4%
COc1ccc2c(c1)c(=O)c(C(=O)c1ccc(Cl)cc1)cn2CC(=O)Nc1ccc2c(c1)OCO2,0%,-4%
Cc1ccc(Cc2nc3ccccc3nc2SCC(=O)Nc2ccc3c(c2)OCO3)cc1,4%,2%
O=C(NC1CCCCCC1)c1cc2c(Cl)nc3ccccc3c2s1,-5%,15%
Cc1nn(-c2ccc(F)cc2)c(-n2cccc2)c1C(=O)N1CCN(c2ccccc2)CC1,4%,0%
Cc1ccc(N2C(=O)CS(=O)(=O)C23C(=O)N(Cc2ccccc2F)c2ccccc23)cc1Cl (stereo unspecified),3%,-3%
CC(NC(=O)c1ccc2c(c1)N(Cc1ccc(Cl)cc1)C(=O)CS2)c1ccccc1 (stereo unspecified),5%,-10%
COc1cc(OC)cc(N2C(=O)CSC23C(=O)Nc2ccccc23)c1 (stereo unspecified),6%,-13%
COc1cc(-c2noc(CN3CCN(c4cccc(Cl)c4)CC3)n2)cc(OC)c1OC,-2%,5%
Cc1oc2ncn(CC(C)C)c(=O)c2c1C(=O)NCCc1ccc(Cl)cc1,0%,0%
Cc1ccc(NC(=O)C2(C)Cc3ccccc3C(=O)O2)c(C)c1 (stereo unspecified),4%,3%
CCc1ccc(NC(=O)C2CCN(c3nn4c(=O)cc(C)nc4s3)CC2)cc1,-2%,-26%
Cn1ccc2c(OCC(=O)NCc3ccccc3Cl)cccc2c1=O,3%,-32%
COc1ccc(N2Cc3cccc(C(=O)Nc4cc(C)cc(C)c4)c3C2=O)cc1,-12%,-1%
CCOC(=O)c1c(NC(=O)c2ccc(S(=O)(=O)N3CCCC(C)C3)cc2)sc2c1CC(C)(C)NC2(C)C (stereo unspecified),-5%,-39%
CCCCN1CC(c2nc3ccccc3n2CCCCOc2cccc(C)c2C)CC1=O (stereo unspecified),-2%,-33%
CCOCCCn1c(=N)c(C(=O)NC(C)c2ccccc2)cc2c(=O)n3cccc(C)c3nc21 (stereo unspecified),-7%,-1%
CCC(CC)c1nn2c(=O)cc(COc3ccc(NC(=O)c4cccc(Cl)c4)cc3)nc2s1,-4%,6%
COc1ccc(/C=C/C(=O)Nc2ccc3nc(N4CCC(C)CC4)cc(C)c3c2)cc1,-7%,-13%
COc1cc(NC(=O)Cn2ncc3c(=O)oc4ccccc4c32)cc(OC)c1OC,1%,-7%
Cc1ccc(CCNC(=O)c2c(C)oc3ncn(CC(C)C)c(=O)c23)cc1,-11%,0%
Cc1cccc(CN2CCN(CC(=O)NCc3ccc(Cl)cc3)C2=O)c1,-9%,2%
Cc1ccccc1NC(=O)CN1C(=O)C2(SCC(=O)N2c2ccc(F)cc2)c2ccccc21 (stereo unspecified),-1%,-31%
COc1ccc(OC)c(NC(=O)[C@H](Cc2ccccc2)N2Cc3ccccc3C2=O)c1,2%,-4%
Cc1ccc(-c2onc(C)c2C)cc1S(=O)(=O)N1CCOc2ccc(Cl)cc21,-2%,0%
O=C(NCCCN1CCN(c2ccc(F)cc2)CC1)Nc1ccc(Cl)cc1,-15%,-18%
Cc1ccccc1CN1CCC(CNC(=O)c2c(C)oc3ncnc(N4CCCCC4)c23)CC1,-4%,0%

# Reformatted: entries from further up
# Below each compound – FLuc modulator	BRCA1 expr up
> Cc1cccc(CN2CCN(CC(=O)NCc3ccc(Cl)cc3)C2=O)c1
 : -9%	2%
> Cc1ccccc1NC(=O)CN1C(=O)C2(SCC(=O)N2c2ccc(F)cc2)c2ccccc21 (stereo unspecified)
 : -1%	-31%

# Next results
SMILES,FLuc modulator,BRCA1 expr up
Cc1ccc(C(=O)c2cn(Cc3cccc(Cl)c3)c3nc(C)ccc3c2=O)cc1,-6%,-38%
COc1ccc(-c2noc(N(c3nc(-c4ccc(OC)c(OC)c4)no3)c3ccccc3OC)n2)cc1OC,0%,19%
CCOC(=O)c1c(NC(=O)CSc2cn(CCNC(=O)c3ccc(OC)cc3)c3ccccc23)sc2c1CCCC2,-11%,-12%
COc1ccc(N2C(=O)CS(=O)(=O)C23C(=O)N(Cc2ccccc2F)c2ccccc23)cc1Cl (stereo unspecified),-2%,-11%
COc1ccc(C2CC(=O)c3c(C)nc(N4CCN(C=O)CC4)nc3C2)c(OC)c1 (stereo unspecified),2%,-17%
Cc1nn(S(=O)(=O)c2ccc(F)cc2)c(C)c1S(=O)(=O)N1CCC(C)CC1,-2%,11%
COC(=O)c1cc(NC(=O)Nc2ccc3snnc3c2)cc(C(=O)OC)c1,-3%,5%
COc1cc(Cl)c(NC(=O)c2cc(CN3CCCC3)on2)c(OC)c1,-2%,-30%
Cc1cc(C)cc(-n2c(SCC(=O)NCc3ccc(F)cc3)nc3c([nH]c4ccccc43)c2=O)c1,-1%,-40%
Cc1ccc(N(Cc2cccs2)C(=O)COc2cccc(C)c2)cc1,?,-2%
COCCN(CCOC)S(=O)(=O)c1ccc(C(=O)Nc2sc3c(c2C(=O)OC)CCN(C)C3)cc1,-1%,5%
Cc1ccc(Cl)cc1NC(=O)COC(=O)CC(C)(C)CC1=NS(=O)(=O)c2ccccc2N1,-11%,-19%
Cc1cc(Nc2cccc(Cl)c2C)n2nc(Cc3ccccc3)nc2n1,6%,-17%
CCOc1ccc(CNS(=O)(=O)c2ccc(-c3coc(C)n3)cc2)cc1OC,-3%,-23%
COc1cc(OC)c(NS(=O)(=O)c2cc(-c3cnc(C)o3)ccc2OC)cc1Cl,-2%,-50%
Cc1ccc(Cl)cc1N1CCN(S(=O)(=O)c2ccc(-c3cnc(C4CC4)o3)cc2)CC1,-1%,-29%
COc1cc2c(cc1OC)C(COc1ccccc1OC)N(C(=O)COc1ccc(Cl)cc1)CC2 (stereo unspecified),-2%,-43%
Cc1nc2ccn(Cc3ccccc3)c(=O)c2cc1C(=O)Nc1ccc(F)cc1Cl,4%,-3%
CCOC(=O)C1=C(CNCc2ccc(Cl)cc2)NC(=O)NC1c1ccccc1 (stereo unspecified),-14%,-17%
CCOc1ccc(NC(=O)C2CC(=O)N(c3ccc(C(C)C)cc3)C2)cc1 (stereo unspecified),-2%,-1%
O=C(Cn1c(=O)nc(-c2ccccc2)c2cc(Cl)ccc21)NCCCc1ccccc1,-17%,0%
Cc1cc(Br)ccc1NC(=O)c1cc2c(=O)n(C)c3cc(Cl)ccc3c2s1,-1%,-8%
COc1ccc(OC)c(CN2CCN(S(=O)(=O)c3ccccc3)CC2)c1,-8%,-10%
N#Cc1ccccc1CN1C(=O)c2ccccc2Sc2ccc(C(=O)OCc3ccco3)cc21,-5%,2%
CCOc1ccc(CCNc2nc3c(-c4ccc(C)cc4)nnn3c3ccccc23)cc1OCC,1%,5%
CCc1ccc(NCc2cc3ccc(OC)cc3n(CC(=O)Nc3ccccc3OC)c2=O)cc1,2%,-39%
CC(=O)N1CCc2cc(Br)cc(S(=O)(=O)CCC(=O)N3CCN(c4ccc(F)cc4)CC3)c21,-7%,20%
CCOc1ccc(-c2cc(CCCC(=O)NCCc3ccc(OCC)c(OCC)c3)no2)cc1,9.5µM*,-22%
Nc1ccc(N2CCN(c3ncc(C(F)(F)F)cc3Cl)CC2)c(C(F)(F)F)c1,4%,-6%
CCN1C(=O)c2ccccc2S(=O)c2ccc(C(=O)NCc3ccc(C)cc3)cc21 (stereo unspecified),-6%,-13%
Cc1ccc(-c2cc(-c3coc4ccccc4c3=O)c3c(n2)-c2ccccc2OC3)cc1,-3%,-11%

# Complete entries as entered above.
# Cn1nc(-c2ccccc2F)c2cc(C(=O)NCc3cccc(Cl)c3)sc21 is listed as FLuc modulator: -8%; BRCA1 expr up: -53%
# Cc1cccc(CCNC(=O)c2cc3c(=O)[nH]c4ccc(C)cc4c3s2)c1 is listed as FLuc modulator: -10%; BRCA1 expr up: 6%
# CCC(CC)c1nn2c(=O)cc(COc3ccc(NC(=O)c4cccc(Cl)c4)cc3)nc2s1 is listed as FLuc modulator: -4%; BRCA1 expr up: 6%

# As entered above.
# `CC(=O)N1CCc2cc(Br)cc(S(=O)(=O)CCC(=O)N3CCN(c4ccc(F)cc4)CC3)c21` | BRCA1 expr up = 20%
# `CCc1ccc(NCc2cc3ccc(OC)cc3n(CC(=O)Nc3ccccc3OC)c2=O)cc1` | BRCA1 expr up = -39%

# This is a subset. The share of hits here may be higher or lower than overall.
